VIM-2 inh – VIM-2 metallo-beta-lactamase inhibitors, primary screen, biochemical, epi-absorbance readout, Pseudomonas aeruginosa enzyme; purified VIM-2, nitrocefin hydrolysis, epi-absorbance fluorescence; inhibition, % at 5.6 µM; 290,000 compounds, 0.89% hits;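 active means inhibition above the mean of all tested compounds plus 3 SD, cutoff set per screening run, cut at about 7.5% in these data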;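 further: red hydrolysis product quenches plate fluorescence so inhibitors raise well fluorescence; 0% = enzyme with DMSO and 100% = DMSO without enzyme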
HCV NS3 hel inh – inhibitors of HCV NS3 helicase, primary screen, biochemical, Cy5 molecular beacon fluorescence | AID 1800, 2009 | NS3 helicase DNA unwinding | 290,000 compounds, 0.56% hits | inhibition, % at 10.9 µM | Hepatitis C virus NS3 helicase;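 active means inhibition above the mean of all tested compounds plus 3 SD, set per campaign, cut at about 35% in these data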;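 further: 0% = DMSO wells and 100% = thioflavine S control wells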
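Assay system: hepatitis C virus NS3 helicase domain fragment enzyme. Also added: annealed dual-labelled DNA beacon duplex, ATP-started. Timing: 1 h reaction at 25 °C, ATP-initiated. Technique: Cy5 fluorescence at 0 and 60 min, beacon hairpin quenching. Evaluation: % inhibition of unwinding. Replication: one well per compound.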
IMP-1 inh – IMP-1 metallo-beta-lactamase inhibitors, primary screen, biochemical, epi-absorbance readout, Pseudomonas aeruginosa enzyme; metallo-beta-lactamase IMP-1 (Pseudomonas aeruginosa); purified IMP-1, nitrocefin hydrolysis, epi-absorbance fluorescence; inhibition, % at 5.6 µM; 290,000 compounds, 0.45% hits;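 active means inhibition above the mean plus 3 SD of all compounds in the same screening run, cut at about 4.5% in these data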;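 further: 0% = IMP-1 with DMSO and 100% = DMSO wells lacking enzyme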
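assay system = purified recombinant IMP-1 metallo-beta-lactamase enzyme | schedule = 15 min preincubation plus 25 min reaction at 25 °C | signal = Epi-absorbance fluorescence, 480 nm excitation, 530 nm emission | read-out basis = percent inhibition from optical density relative to buffer-blank wells | controls = IMP-1 with DMSO as 0%, enzyme-free DMSO as 100%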
M18AAP inhibitor – PfM18AAP inhibitors, malaria aminopeptidase, primary screen, biochemical, QFRET, recombinant enzyme | M18 aspartyl aminopeptidase (Plasmodium falciparum 3D7) | H-Glu-NHMec fluorogenic cleavage | inhibition, % at 7.35 µM | 290,000 compounds, 1.2% hits | AID 1822, 2009;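 active means inhibition above the campaign mean inhibition over all tested compounds plus 3 SD, cut at about 28% in these data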;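 further: 0% = plate median of test compound wells and 100% = 2 mM ZnCl2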
FID counter – compounds displacing fluorescent DNA intercalator, primary screen, artefact control for HCV NS3 helicase inhibitor project, biochemical, FID fluorescence | DNA fluorescent intercalator displacement | inhibition, % at 7.9 µM | 290,000 compounds, 0.17% hits | AID 1845, 2009; in the data active means inhibition above about 37%;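 further: 0% = vehicle and 100% = reference compound; higher means more ethidium bromide displaced from hairpin DNA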
IDE act – human IDE activators in live cells, primary screen, fluorescence polarization, HEK cells, FAbeta-B substrate | AID 493087, 2011 | Insulin-degrading enzyme (Homo sapiens), P14735 | activation, % at 5.96 µM | FAbeta-B cleavage; 0% vehicle, 100% cell-free pure enzyme wells | 340,000 compounds, 0.073% hits;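 active means activation above the mean of all tested compounds plus 3 SD, set per screening campaign, cut at about 17% in these data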
p-CIP stab down – p/CIP-EGFP fusion destabilizers, primary screen, fluorescence, F442A cells; 290,000 compounds, 0.01% hits; 16 h; decrease of EGFP signal, % at 10 µM; AID 1984, 2009;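 active means EGFP signal decrease of at least 30% at 10 µM or well 3 SD below plate mean, unless failing retest; inactive means the rest, including hits failing retest or dose response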; further: some compounds called inactive have numbers as strong as hits; many of its hits are not listed in these tables
SUMO HTRF inh – inhibitors of in vitro SUMOylation cascade, primary screen, biochemical, HTRF, uHTS. SUMO-conjugating enzyme UBC9 (Homo sapiens), P63279. HTRF SUMOylation assay, SAE1/SAE2 + UBC9. inhibition, % at 35 µM. 290,000 compounds, 0.36% hits; in the data active means inhibition above about 50%, passing the limit was not always enough; further: strong numbers were not always called active
Target sequence (P63279 whole entry, looked up): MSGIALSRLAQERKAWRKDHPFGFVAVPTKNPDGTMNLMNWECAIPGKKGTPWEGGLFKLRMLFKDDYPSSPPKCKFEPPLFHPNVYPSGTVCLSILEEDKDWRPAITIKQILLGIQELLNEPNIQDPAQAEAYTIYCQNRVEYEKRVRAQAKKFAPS
IDE cell inh – human IDE inhibitors in live cells, primary screen, fluorescence polarization, HEK cells, FAbetaB substrate | inhibition, % at 5.59 µM | FAbetaB cleavage | Insulin-degrading enzyme (Homo sapiens), P14735 | 320,000 compounds, 0.41% hits;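 active means percent inhibition above the average of all tested compounds plus 3 SD, set per screening campaign, cut at about 16% in these data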;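 further: IDE supplied by intact live HEK cells; FP after avidin binding of uncleaved biotin substrate so inhibition keeps polarization high; 0% = DMSO wells and 100% = 60 µM reference IDE inhibitor Ii1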
* hit, by the source's call; . = not tested or not shown. The order is random; overall some 3.6% were active at least once.

SMILES	VIM-2 inh	HCV NS3 hel inh	IMP-1 inh	M18AAP inhibitor	FID counter	IDE act	p-CIP stab down	SUMO HTRF inh	IDE cell inh
C/C(CC(=O)Nc1ccc([N+](=O)[O-])cc1)=N/NC(=O)C1CC12CCC2 (stereo unspecified)	-3.4	-2	-2.5	0	0	1	4	14	9
Cc1ccccc1Cn1c(=O)n(C)c(=O)c2sccc21	-0.3	-2	-2.9	-1	-11	1	-11	17	0
Cc1ccc(NC(=O)Cc2ccc(-n3cccc3)cc2)c(C)c1	-2.3	6	-2.1	3	-13	2	-19	10	3
Cc1cccc(NC(=O)CSc2nsc(SCC(=O)Nc3cccc(C)c3)c2C#N)c1	-2.1	5	-2.5	1	1	-3	-12	15	0
COc1ccc(N(C(=O)CNC(=O)c2ccco2)C(C(=O)NC2CCCC2)c2ccco2)cc1 (stereo unspecified)	-2.2	-1	-4.8	-5	-34	0	7	8	1
Cc1noc(C)c1COC(=O)c1ccc2c(c1)S(=O)(=O)c1ccccc1C2=O	-2.0	3	-3.5	4	3	-1	-5	6	3
Cc1ccc(N(C(=O)c2snc(C(N)=O)c2N)C(CC(C)C)C(=O)NC2CCCC2)cc1 (stereo unspecified)	-1.4	-11	-4.1	-7	-27	0	-10	-27	-2
Cc1ccc(/C=C/C(=O)Nc2ccc([N+](=O)[O-])c(NC(=O)/C=C/c3ccc(C)o3)c2)o1	-2.6	47*	-2.3	-4	-17	-2	9	75*	-2
COc1ccc(-c2csc(N(CCCN(C)C)C(=O)c3ccc(C(C)(C)C)cc3)n2)cc1	-0.3	-49	-0.9	-15	13	2	-8	-1	-4
COc1ccc(Oc2ccc(/C=C/C(=O)c3ccc(O)cc3)cc2[N+](=O)[O-])cc1	-2.8	-9	-2.0	2	4	-7	0	8	-3
CCOc1ccccc1C(=O)OCC(=O)Nc1ncc(C(F)(F)F)cc1Cl	0.2	1	2.6	5	-19	3	-11	15	8
COc1ccc(-c2n[nH]c3c2C(c2ccc(OC)c(OC)c2)N(c2ccccc2)C3=O)cc1 (stereo unspecified)	-2.7	-5	-1.7	7	-29	3	1	12	-7
Cc1c(NC(=O)/C(C#N)=C/C2CC=CCC2)c(=O)n(-c2ccccc2)n1C (stereo unspecified)	-0.5	2	-3.1	9	-7	-1	0	3	4
CCC(C)(C)n1nnnc1C(c1ccc(F)cc1)N1CCN(C(=O)c2ccco2)CC1 (stereo unspecified)	0.7	-6	-3.5	1	-39	-1	1	-17	3
O=C(OC(c1ccc(NS(=O)(=O)c2ccccc2)cc1)(C(F)(F)F)C(F)(F)F)c1ccccc1	-2.0	3	-3.5	9	-15	-2	-19	-2	2
NS(=O)(=O)c1ccc(NC(=S)NC2CCCC2)cc1	-1.4	-4	0.3	46*	4	5	-11	5	2
O=C(c1ccccc1)N1CC(COc2ccccc2)OC(c2ccco2)O1 (stereo unspecified)	-1.9	-2	-8.8	-16	-11	2	8	-17	-1
O=c1[nH]cnc2ccc([N+](=O)[O-])cc12	-2.1	-8	-2.2	-14	0	-4	-10	35	1
CCOC(=O)c1cnn(-c2ccccc2)c1-c1ccccc1	-1.5	-10	-3.0	7	-18	-1	4	-5	2
Cn1cc(CCNC(=O)CC2C(=O)NCCN2CC(c2ccccc2)c2ccccc2)cn1 (stereo unspecified)	-2.2	-33	-1.5	5	-16	-1	5	4	1
S=c1[nH]nc(-c2ccco2)n1/N=C/c1c(Cl)cccc1Cl	-0.3	-9	-2.4	10	-6	0	8	-12	-8
Cc1cc(Cl)ccc1NNC(N)=S	-0.6	7	-4.0	-31	3	-1	-10	9	1
CCOc1ccc(-n2c(O)c(/C=N/c3ccnn3Cc3ccncc3)c3ccccc3c2=O)cc1	-0.9	6	-2.4	6	-4	1	1	1	10
CCN(CCNC(=O)C1CCN(Cc2nc(-c3cccc(Cl)c3)oc2C)CC1)c1ccccc1	-3.2	-46	-2.5	10	25	8	-12	-6	-1
O=C(C1CCC1)N1CCN(c2ccccc2)CC1	-0.8	-1	-4.1	5	-7	-2	-11	-1	2
Cn1c(=O)c2c(nc(N3CCN(Cc4ccccc4)CC3)n2CC(=O)c2ccccc2)n(C)c1=O	-4.5	-2	-0.1	2	0	0	.	.	5
COc1ccc(-c2csc3ncnc(N4CCN(c5ccccc5)CC4)c23)cc1	-1.9	-6	-2.2	-2	-22	3	-8	1	-3
COc1ccc(-c2noc(-c3ccccc3C(=O)NCc3ccco3)n2)cc1OC	-2.9	-3	-1.4	5	-22	9	-15	-4	1
COc1ccc(/C=C2\SC(=O)N(CC(=O)Nc3cccc(C)c3)C2=O)cc1O	0.0	-18	-1.2	7	3	0	-4	-12	7
COc1ccc(C(CC(=O)O)NC(=O)c2sc3ccccc3c2Cl)cc1 (stereo unspecified)	4.5	33	1.9	-4	-27	3	-2	4	-2
CCC(Oc1ccccc1C)C(=O)Nc1ccc(S(=O)(=O)Nc2cc(C)on2)cc1 (stereo unspecified)	-2.3	19	-2.9	-1	-34	-1	-8	15	-2
O=C(Cn1c(=S)[nH]c2ccccc2c1=O)N1CCN(c2ccc(F)cc2)CC1	-1.9	3	-2.5	6	-8	4	-2	-17	7
CC(C)C(=O)Nc1ccc(Sc2ccc(F)cc2)cc1	-3.7	-5	-2.6	-12	-8	0	-19	3	8
Cn1c(=O)c2c(SCC(=O)N3CCOCC3)nc(-c3ccccc3Cl)nc2n(C)c1=O	7.0	30	-0.4	-7	-28	4	-10	9	3
COC(=O)c1ccc(N(C(=O)CNC(=O)c2ccco2)C(C(=O)NC2CCCC2)c2ccco2)cc1 (stereo unspecified)	-2.0	3	-3.4	9	-10	5	5	2	6
COCCN1C(=O)c2oc3c(C)cc(C)cc3c(=O)c2C1c1cccc(O)c1 (stereo unspecified)	0.0	-2	-0.2	2	-20	3	-9	20	4
CCOc1cc(/C=C2/N=C(C)C(C(=O)OC)=C2O)ccc1O	-3.1	3	-4.1	18	-1	-5	-12	2	4
Clc1ccc(-c2nc(NCCN3CCOCC3)c3ccccc3n2)cc1	-1.3	-2	-2.7	0	18	1	-8	-10	10
Cc1cc(C(=O)Nc2ccc(Nc3ccccc3)cc2)ccc1[N+](=O)[O-]	-2.0	-3	-3.5	6	4	-2	2	-28	6
CCOC(=O)c1sc(=S)n(-c2ccc(OC)cc2)c1N	-0.7	-10	-2.3	-1	-3	.	-4	-1	3
Cc1ccc(NC(=O)CN2C(=O)CCSc3ccc(S(=O)(=O)N4CCCC4)cc32)cc1	-0.4	-5	-3.0	-7	-37	-2	-6	8	2
COC(=O)CN1C(=O)C2(C(C#N)=C(N)Oc3ccccc32)C2=C1CC(C)(C)CC2=O (stereo unspecified)	-2.8	4	-1.9	1	-9	2	-2	5	-6
O=C(NCC(=O)N1CCN(S(=O)(=O)c2ccccc2F)CC1)c1ccc(Br)o1	-2.1	-2	-3.8	1	-12	-6	-2	1	1
CC1CCN(C(=O)CSc2nnc(Cc3cccn3C)n2-c2ccc(F)cc2)CC1	-1.6	3	-1.8	-3	-32	-2	-22	13	3
Cc1cc(C)c2c3c(sc2n1)C(=O)N(c1ccccc1C)CC(=O)N3	-2.5	3	-2.0	0	-9	-1	-3	8	2
O=C(O)c1cc(N/N=C/c2cccs2)ccc1Cl	0.5	0	-0.4	11	-5	.	-16	-7	9
Cc1ccccc1CNC(=O)C1CCC(=O)N(C2CCCCCC2)C1 (stereo unspecified)	-1.6	9	-2.2	-5	-45	0	8	3	2
CCONC(=O)Nc1ccccc1	2.1	-1	2.1	-10	0	-3	-8	4	-1
CCn1ncc(C2=NOC(C(=O)Nc3cccnc3)C2)c1C (stereo unspecified)	0.3	1	-1.8	-6	-1	5	-8	23	-5
O=C(/C=C/c1ccc(OCc2cccc(Cl)c2)cc1)N1CCOCC1	-4.4	-16	0.3	8	-1	-6	-2	2	18*
COC(=O)c1ccccc1NC1CC(=O)N(c2c(C)cccc2C)C1=O (stereo unspecified)	-1.4	-14	-2.1	-45	-13	8	6	-4	-2
NC(=O)NOCc1ccc(F)cc1Cl	-1.6	0	-2.0	-3	0	.	-4	12	-1
COc1ccc(/C=C/C(=O)c2c(O)cc(C)oc2=O)c(OC)c1	-1.6	11	3.6	10	-19	-9	-53	0	20*

Eleven entries already listed, ordered by SMILES length, lowest first.
SMILES	VIM-2 inh	HCV NS3 hel inh	IMP-1 inh	M18AAP inhibitor	FID counter	IDE act	p-CIP stab down	SUMO HTRF inh	IDE cell inh
O=C(O)c1cc(N/N=C/c2cccs2)ccc1Cl	0.5	0	-0.4	11	-5	.	-16	-7	9
CC(C)C(=O)Nc1ccc(Sc2ccc(F)cc2)cc1	-3.7	-5	-2.6	-12	-8	0	-19	3	8
CCOC(=O)c1sc(=S)n(-c2ccc(OC)cc2)c1N	-0.7	-10	-2.3	-1	-3	.	-4	-1	3
CCOc1cc(/C=C2/N=C(C)C(C(=O)OC)=C2O)ccc1O	-3.1	3	-4.1	18	-1	-5	-12	2	4
COC(=O)c1ccccc1NC1CC(=O)N(c2c(C)cccc2C)C1=O (stereo unspecified)	-1.4	-14	-2.1	-45	-13	8	6	-4	-2
COCCN1C(=O)c2oc3c(C)cc(C)cc3c(=O)c2C1c1cccc(O)c1 (stereo unspecified)	0.0	-2	-0.2	2	-20	3	-9	20	4
Cc1cccc(NC(=O)CSc2nsc(SCC(=O)Nc3cccc(C)c3)c2C#N)c1	-2.1	5	-2.5	1	1	-3	-12	15	0
O=C(NCC(=O)N1CCN(S(=O)(=O)c2ccccc2F)CC1)c1ccc(Br)o1	-2.1	-2	-3.8	1	-12	-6	-2	1	1
Cc1ccc(NC(=O)CN2C(=O)CCSc3ccc(S(=O)(=O)N4CCCC4)cc32)cc1	-0.4	-5	-3.0	-7	-37	-2	-6	8	2
Cc1ccc(N(C(=O)c2snc(C(N)=O)c2N)C(CC(C)C)C(=O)NC2CCCC2)cc1 (stereo unspecified)	-1.4	-11	-4.1	-7	-27	0	-10	-27	-2
COC(=O)c1ccc(N(C(=O)CNC(=O)c2ccco2)C(C(=O)NC2CCCC2)c2ccco2)cc1 (stereo unspecified)	-2.0	3	-3.4	9	-10	5	5	2	6
